Assay outcomes: PubChem, National Center for Advancing Translational Sciences (NCATS)
Tb PFK block: inhibitors of T. brucei phosphofructokinase | O15648 | T. brucei PFK, ADP-Glo luminescence | Potency, µM (doses to about 57.5 µM), for inactives: at the top dose activity, negative = inhibition, actives largely listed as inhibitors | 330,000 tested, 0.17% active | AID 485367;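 also: potency is read from the fitted curve at half-maximal effect; 0% = uninhibited 1x PFK enzyme wells and -100% = no-enzyme wells; nearly all actives have a fitted effect of over 60% in size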
Target sequence (O15648 whole entry, looked up): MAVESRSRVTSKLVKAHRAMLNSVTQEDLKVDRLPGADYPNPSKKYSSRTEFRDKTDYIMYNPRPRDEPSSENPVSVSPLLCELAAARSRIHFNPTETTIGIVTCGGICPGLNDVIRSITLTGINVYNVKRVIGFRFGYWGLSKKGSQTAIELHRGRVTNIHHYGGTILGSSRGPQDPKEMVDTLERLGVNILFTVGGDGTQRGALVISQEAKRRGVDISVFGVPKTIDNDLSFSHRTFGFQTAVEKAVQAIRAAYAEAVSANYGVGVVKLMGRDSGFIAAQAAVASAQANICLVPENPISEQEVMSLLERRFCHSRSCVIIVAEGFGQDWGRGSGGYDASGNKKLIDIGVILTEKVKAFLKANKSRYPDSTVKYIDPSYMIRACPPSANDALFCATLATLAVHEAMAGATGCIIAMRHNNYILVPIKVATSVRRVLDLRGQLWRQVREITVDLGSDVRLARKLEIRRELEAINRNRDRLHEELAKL
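Compounds were pin-transferred as a titration series up to 57 uM into substrate buffer (0.5 mM F6P, 0.1 mM ATP, pH 8.0), then 1.25 nM PFK was added and reactions ran 45 min before ADP-Glo detection.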
Giardia killer: kills Giardia lamblia; activity change, % at 7.66 µM, hits read low; Giardia lamblia trophozoite viability; 340,000 tested, 0.15% active; in the data active = activity change below about -80%; inconclusive = between about -30% and that limit;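 also: parasites exposed to compound for two days anaerobically before the ATP read; % is scaled to controls: 0 for no effect and ±100 for the full control effect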
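Luminescent ATP signal served as the viability read-out, measured 15-30 min after adding ATP detection reagent to trophozoites that had been incubated with compounds for 48 hrs at 37 deg C anaerobically at 100 cells/well.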
KCNH2 3.1 block: KCNH2 3.1 (human) potassium channel inhibition; activity change, % (tested at about 1.8 µM); AID 720553; U2OS KCNH2 3.1, thallium flux FluxOr; hits give low values; 340,000 tested, 0.95% active;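 active = maximum activity change below -70%; inconclusive = maximum activity change from -70% to -50%; inactive = maximum activity change above -50%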;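 also: thallium influx rate constant from kinetic fluorescence after stimulation buffer; % is scaled to controls: 0 for no effect and ±100 for the full control effect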
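Virally transduced U2OS (3.1 isoform, 4 h infection in dark at RT) → overnight 37 C → FluxOr + Red40 in HBSS/HEPES, 45 min → stimulation buffer, 2 min kinetic read → rate constant vs DMSO controls.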
FLuc counter: counter-screen for miR-21 project: firefly luciferase inhibitors or activators; purified FLuc, Km substrates, luminescence inhibition; Potency, µM (top dose mostly 57.5 µM), inactives show at the highest dose activity change, negative = inhibition, hits mostly inhibitors; 360,000 tested, 6.9% active; AID 588342;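 also: potency is read from the fitted curve at half-maximal effect; plate controls were vehicle for no effect and reference inhibitor for full effect; nearly all actives have a fitted effect of over 55% in size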
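Purified P. pyralis luciferase (10nM final) with 10uM D-luciferin and 10uM ATP (Km levels) in 50mM Tris acetate pH 7.5, 10mM Mg acetate, 0.01% Tween-20, 0.05% BSA; qHTS 6-point titration, ~60 µM downward; luminescence read.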
Gal4-VP16 FLuc: inhibits Gal4-VP16 luciferase reporter, ROR gamma counter-screen; Drosophila S2 Gal4-VP16 UAS-luciferase, luminescence, 20 h; Potency, µM (titrated, usually from 53.6 µM), inactives show at the top dose activity, negative = inhibition, actives largely listed as inhibitors; 310,000 tested, 3.5% active; AID 2546;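 also: Gal4-VP16 expression switched on by copper sulfate through the metallothionein promoter; potency is read from the fitted curve at half-maximal effect; % is scaled to controls: 0 for no effect and ±100 for the full control effect; nearly all actives have a fitted effect of over 50% in size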
Rab9 promoter act: activates the Rab9 promoter | Huh7 Rab9 promoter-luciferase reporter, luminescence, 24 h | Potency, µM (titrated, usually from 9.22 µM), for inactives: top-dose activation, negative = inhibition, most hits filed as activators | 320,000 tested, 2.8% active | AID 485297; also: potency is read from the fitted curve at half-maximal effect; % of control where 0% means no effect; nearly all actives have a fitted effect of over 60% in size
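Steps: seed 1500 Huh7 Rab9-luc cells per well, rest 2 h at 37 °C; add compound in DMSO; incubate 24 h; add luciferase reagent, 10 min ambient; read luminescence.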
NPC1 promoter act: activates the NPC1 promoter. Huh7 NPC1 promoter luciferase reporter, 24 h. Potency, µM (top dose mostly 9.22 µM), without a hit: at the highest dose activation, actives largely listed as activators. 320,000 tested, 2.4% active. AID 485313;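 also: potency is read from the fitted curve at half-maximal effect; % of control where 0% means no effect; nearly all actives have a fitted effect of over 60% in size; reporter is driven by a mutant NPC1 promoter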
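Stable NPC1-promoter luciferase Huh7 line; cpd (DMSO) 24 h, 37 °C, 5% CO2; Amplite luciferase reagent 10 min RT; luminescence readout. qHTS format.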
RORg inh: ROR gamma (mouse) transcription inhibition. Drosophila S2 Gal4-RORgamma UAS-luciferase reporter, 20 h. Potency, µM (doses to about 53.6 µM), inactives show at the highest dose activity change, negative = inhibition, hits mostly inhibitors. 310,000 tested, 5.4% active. AID 2551; also: potency is read from the fitted curve at half-maximal effect; % is scaled to controls: 0 for no effect and ±100 for the full control effect; nearly all actives have a fitted effect of over 60% in size
Target sequence (P51450 whole entry, looked up, the tested form may be a part): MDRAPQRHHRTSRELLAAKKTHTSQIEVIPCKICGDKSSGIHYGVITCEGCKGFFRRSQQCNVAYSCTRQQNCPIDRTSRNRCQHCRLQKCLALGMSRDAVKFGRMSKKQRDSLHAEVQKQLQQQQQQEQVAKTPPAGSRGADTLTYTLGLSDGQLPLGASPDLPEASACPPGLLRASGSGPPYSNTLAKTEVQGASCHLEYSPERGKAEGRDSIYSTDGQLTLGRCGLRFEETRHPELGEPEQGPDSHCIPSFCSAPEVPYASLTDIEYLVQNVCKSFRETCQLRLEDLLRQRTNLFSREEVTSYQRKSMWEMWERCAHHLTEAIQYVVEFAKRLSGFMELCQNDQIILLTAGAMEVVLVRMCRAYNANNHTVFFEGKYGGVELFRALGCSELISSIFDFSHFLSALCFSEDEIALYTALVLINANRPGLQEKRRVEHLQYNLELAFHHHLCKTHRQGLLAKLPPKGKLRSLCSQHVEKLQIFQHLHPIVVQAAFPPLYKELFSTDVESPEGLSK
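Compounds are pin-transferred onto Drosophila Schneider cells expressing a copper-inducible Gal4–ROR gamma transactivation domain fusion. After 1 hr, copper sulfate is added to 700 uM final; luciferase is read 20 hr later.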
uPA generation: blocks generation of uPA at the cell surface; cell surface uPA generation assay, qHTS; Potency, µM (series often up to 38.3 µM), inactives show at the top dose activity change, negative = inhibition, usual class: inhibitors; 330,000 tested, 0.31% active; AID 540303; active = well fitted inhibition curve with a large enough effect; inconclusive = small, poorly fitted or top-dose-only effect; inactive = no such curve, though single readings can be large or run the other way; tested in mouse RAW 264.7 cells; also: potency is read from the fitted curve at half-maximal effect; % is scaled to controls: 0 for no effect and ±100 for the full control effect; nearly all actives have a fitted effect of over 55% in size
ELG1 genotox: induces genotoxicity in HEK293T cells with luciferase-tagged ELG1; Potency, µM (series often up to 46 µM), for the others: at the highest dose activity change, positive = activation, actives largely listed as activators; 330,000 tested, 1.3% active; HEK293T ELG1-luciferase reporter, luminescence, 16 h; also: potency is read from the fitted curve at half-maximal effect; % of control where 0% means no effect; nearly all actives have a fitted effect of over 60% in size
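HEK293T cells expressing luciferase-tagged ELG1 were treated with compound or DMSO for 16 hr at 37°C. Luciferase activity was then read after 30 min with ONE-Glo at room temperature; rising signal flags genetic stress.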
Coupling enz: coupling enzyme interference in Giardia aldolase counter-screen; coupling enzyme system counterscreen, AmpLite Red fluorescence; activity change, negative = inhibition, % at 58.2 µM, hits read low; 290,000 tested, 0.67% active; AID 2472; in the data active = activity change below about -30%; also: % is scaled to controls: 0 for no effect and ±100 for the full control effect
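Final compound at 57.5 uM, incubated 10 min at RT with coupling enzyme reagent (glyceraldehyde-3-phosphate), then 20 min with substrate and AmpLite Red detection. Fluorescence read at 525/598 nm; tests interference with the coupling assay, not aldolase inhibition.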
* marks the source's active call; other numbers are inactive results; ? = inconclusive; · = not tested or not shown; [ ] = remark or other dose. Unless noted, calls follow the shape of the dose curve; as a rule, active = well fitted curve in the direction sought with a large enough effect; inconclusive = small, poorly fitted or top-dose-only effect, or another doubt; inactive = no such curve, though single readings can be large; an effect the other way counts as inactive or inconclusive.

canonical_smiles	Tb PFK block	Giardia killer	KCNH2 3.1 block	FLuc counter	Gal4-VP16 FLuc	Rab9 promoter act	NPC1 promoter act	RORg inh	uPA generation	ELG1 genotox	Coupling enz
O=C(CSc1nc2ccccc2s1)NNC(=S)Nc1ccccc1	3%	0	3	-1%	4.5µM*	-4%	0%	1µM*	9%	1%	6
CCOc1ccc(OCCCC(=O)NC2=NCCS2)cc1	-3%	-3	-8	0%	-27%	1%	1%	-40%	0%	1%	2
COc1ccc(NC(=O)/C(Cl)=C(/Cl)S(=O)Cc2ccccc2Cl)cn1 (stereo not given)	-17%	-12	?	?	4.5µM*	-49%[inhibitor]	-9%	1µM*	21%	-20%	0
COc1ccc(N2CCN(c3ncnc4sc(C(=O)NCC5CCCO5)c(C)c34)CC2)cc1 (stereo not given)	0%	-5	4	-2%	-4%	-9%	0%	25%	6%	-17%	1
CCC(C)C(NC(=O)/C(=C\c1ccccc1)NC(=O)c1ccc(OC)cc1)C(=O)O (stereo not given)	-4%	0	13	-8%	5%[10 µM]	25%	-1%	-23%	0%	4%	14
COc1cc(OC)cc(-c2cc(N3C(=O)Nc4ccccc4N3O)n[nH]2)c1	-3%	-25	-6	-17%	?	0%	-5%	3%	16%	2%	0
COc1cc(C(=S)N2CCOCC2)ccc1OC(=O)c1ccccc1C	-8%	-4	10	-12%	-7%	6%	0%	?	16%	-4%	0
CCCn1c(CN2CCN(C(=O)c3ccco3)CC2)nc2cc(S(=O)(=O)N(C)C)ccc21	0%	2	-11	0%	·	-3%	-1%	·	-5%	-6%	·
O=S(=O)(Nc1cccc(-c2cn3ccsc3n2)c1)c1ccc(F)cc1	3%	-1	10	?	5%	6%	-2%	?	-5%	?	0
Nc1nccnc1C(=O)OCC(=O)c1ccc[nH]1	-21%	-19	4	-5%	·	1%	6%	·	5%	-13%	·
CC1CCCCC1NS(=O)(=O)c1ccc(S(=O)(=O)N2CCCC2)cc1 (stereo not given)	3%	-8	-8	7%	0%	-5%	-1%	26%	-21%	-8%	-1
COC(=O)c1cc(OC)c(OC)cc1NC(=O)Cc1cccs1	-6%	-18	-13	-3%	?	7%	-3%	?	-3%	1%	1
Cn1nc(C(C)(C)C)c(NC(=O)c2cccs2)c1C(C)(C)C	1%	27	3	-1%	2%	10%	-2%	5%	0%	0%	2
Cc1cccc(CCNC(=O)CCS(=O)(=O)c2cc3c(cc2Cl)NC(=O)CO3)c1	0%	12	-13	2%	-5%	1%	-3%	3%	6%	3%	·
CCN1CCN(c2ccc(NC(=O)c3ccc4c(c3)[nH]c(=O)n4Cc3ccc(F)cc3)cc2)CC1	-26%	18	-6	3%	-7%	-1%	0%	23%	-8%	17%	5
Cc1cc(N/C(=N/S(=O)(=O)c2cc(F)ccc2F)c2ccccc2)n(-c2ccccc2)n1	0%	8	32	3%	13%	1%	-10%	14%	-12%	-5%	-18
CCN(CC)C(=S)Oc1ccc(Cl)cc1Cl	3%	20	6	1%	10%	12%	-1%	-12%	0%	-3%	-1
CCOCCN(C(=O)c1ccccc1Cl)c1ccccc1	-8%	-9	10	-1%	-1%	-2%	1%	1%	-5%	-3%	2
O=C(O)c1ccc(S(=O)(=O)N2CCC3(CC2)CC(=O)c2ccccc2O3)cc1	5%	2	5	-6%	·	-1%	-4%	·	19%	0%	·
c1ccc(C[n+]2c(-c3ccccc3)csc2Nc2ccccc2)cc1	4%	4	-7	-11%	4%	-1%	1%	28%	-2%	-4%	1
Cc1ccc2nc(C)cc(C(=O)NC3CCCCCC3)c2c1	0%	6	-10	·	·	·	·	·	3%	-1%	·
O=C(NCCc1ccncc1)C12CC3CC(CC(C3)C1)C2	4%	8	-4	-1%	3%	-5%	-4%	7%	-8%	-3%	4
CC1=C(C(=O)NCCN2CCOCC2)C2(CCC(C)CC2)OC1=O (stereo not given)	3%	1	5	0%	-15%	-5%	-2%	-15%	0%	-4%	0
CC1=CC(C)(C)N2C(=O)C3(C(C#N)=C(N)OC4=C3C(=O)CCC4)c3c(C)c(C)cc1c32 (stereo not given)	2%	-6	-2	4%	-8%	-6%	-2%	26%	-7%	1%	2

Reformatted: 3 of the compounds above
CCOc1ccc(OCCCC(=O)NC2=NCCS2)cc1
  Tb PFK block: -3%
  Giardia killer: -3
  KCNH2 3.1 block: -8
  FLuc counter: 0%
  Gal4-VP16 FLuc: -27%
  Rab9 promoter act: 1%
  NPC1 promoter act: 1%
  RORg inh: -40%
  uPA generation: 0%
  ELG1 genotox: 1%
  Coupling enz: 2

COc1ccc(NC(=O)/C(Cl)=C(/Cl)S(=O)Cc2ccccc2Cl)cn1 (stereo not given)
  Tb PFK block: -17%
  Giardia killer: -12
  KCNH2 3.1 block: ?
  FLuc counter: ?
  Gal4-VP16 FLuc: 4.5µM*
  Rab9 promoter act: -49%[inhibitor]
  NPC1 promoter act: -9%
  RORg inh: 1µM*
  uPA generation: 21%
  ELG1 genotox: -20%
  Coupling enz: 0

COc1ccc(N2CCN(c3ncnc4sc(C(=O)NCC5CCCO5)c(C)c34)CC2)cc1 (stereo not given)
  Tb PFK block: 0%
  Giardia killer: -5
  KCNH2 3.1 block: 4
  FLuc counter: -2%
  Gal4-VP16 FLuc: -4%
  Rab9 promoter act: -9%
  NPC1 promoter act: 0%
  RORg inh: 25%
  uPA generation: 6%
  ELG1 genotox: -17%
  Coupling enz: 1

(list continues)
canonical_smiles	Tb PFK block	Giardia killer	KCNH2 3.1 block	FLuc counter	Gal4-VP16 FLuc	Rab9 promoter act	NPC1 promoter act	RORg inh	uPA generation	ELG1 genotox	Coupling enz
Nc1nccnc1C(=O)OCC(=O)N1CCN(S(=O)(=O)c2ccc(Cl)cc2)CC1	-8%	-12	25	1%	·	-4%	-2%	·	6%	0%	·
CCOC(=O)c1c(C)[nH]c(C)c1S(=O)(=O)NCC(=O)Nc1ccccn1	-1%	-18	-9	5%	-2%	3%	-2%	-3%	-1%	0%	0
CCN(CC(=O)Nc1c(F)cccc1F)C(=O)COc1ccc2c(C)cc(=O)oc2c1	1%	9	21	2%	-3%	-3%	-19%	2%	3%	3%	4
COCCCNC(=O)C[C@H]1C[C@H](C(=O)N(C(C)C)C(C)C)[C@@]2(C)c3[nH]c4ccc(Cl)cc4c3CCN2C1=O	1%	14	-1	·	·	·	·	·	?	0%	·
Cc1ccc(S(=O)(=O)Nc2cc(-c3ccccc3)nn2C)cc1Cl	-4%	12	15	-10%	-7%	-3%	0%	12%	7%	-1%	21
O=C(O)/C=C/C(=O)OC1CC2CCC1C2 (stereo not given)	0%	17	-5	6%	-5%	10%	-1%	-3%	1%	3%	3
CCCC(C(=O)NNC(=O)c1cc(C)oc1C)c1ccccc1 (stereo not given)	0%	-6	-17	·	·	·	·	·	-1%	3%	·
CCC1CCCCN1CCCNC(=O)c1cn(CC)c2ccc(S(=O)(=O)N3CCc4ccccc4C3)cc2c1=O (stereo not given)	-11%	0	7	0%	-10%[10 µM]	-10%	-45%[inhibitor]	28%	-12%	10%	1
CC(C)C(=O)Nc1nc2cc3c(cc2s1)OCO3	-1%	12	-2	13µM*	?	?	?	58%	-25%	18µM*	-3
O=C(NC1CC1)C1CCN(S(=O)(=O)c2ccc(Cl)cc2)CC1	2%	6	0	-2%	1%	3%	0%	31%	1%	16%	1
CSc1ccc(/C=C/C(=O)OCC(=O)NC2CCS(=O)(=O)C2)cc1 (stereo not given)	1%	6	6	?	·	9%	1%	·	-11%	0%	·
Clc1ccccc1OCCCn1ccnc1	-2%	-21	5	-13%	3%	1%	0%	-30%	13%	-4%	1
CC(C)c1ccc(NC(=O)c2cc(S(=O)(=O)NCC3COc4ccccc4O3)ccc2F)cc1 (stereo not given)	4%	-13	-72*	?	?	-5%	-1%	?	-15%	-6%	-1
CCS(=O)(=O)N1CCCC(C(=O)NCCCOC(C)C)C1 (stereo not given)	-2%	0	-1	1%	-3%	1%	-6%	-2%	8%	-1%	1
O=C(CCS(=O)(=O)c1ccccc1)OCC(=O)N1CCN(S(=O)(=O)c2ccc(Cl)cc2)CC1	-3%	8	11	1%	·	-6%	1%	·	-3%	0%	·
COc1ccc2c(c1)-c1nc(/N=C/c3ccccc3O)sc1CC2	5%	-17	5	?	-4%	3%	-2%	27%	-2%	4%	-17
COc1cc2ccccc2cc1C(=O)NC(=S)Nc1cc(C(=O)O)ccc1C	-1%	-9	9	?	-13%	-3%	-1%	18%	2%	7%	5
